Screens (PubChem BioAssay)
MKP-1 inh = inhibitors of human MKP-1 phosphatase; P28562; recombinant MKP-1, OMFP hydrolysis fluorescence; 0.15% of 65,000 active; inhibition, %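 (compounds tested at a single concentration somewhere between 10 and 100 µM)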;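 active means inhibition above about 50%, limit read from the data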;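 further: 0% = DMSO max control wells and 100% = wells with enzyme stopped by NaOH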
Target sequence (P28562 whole entry, looked up): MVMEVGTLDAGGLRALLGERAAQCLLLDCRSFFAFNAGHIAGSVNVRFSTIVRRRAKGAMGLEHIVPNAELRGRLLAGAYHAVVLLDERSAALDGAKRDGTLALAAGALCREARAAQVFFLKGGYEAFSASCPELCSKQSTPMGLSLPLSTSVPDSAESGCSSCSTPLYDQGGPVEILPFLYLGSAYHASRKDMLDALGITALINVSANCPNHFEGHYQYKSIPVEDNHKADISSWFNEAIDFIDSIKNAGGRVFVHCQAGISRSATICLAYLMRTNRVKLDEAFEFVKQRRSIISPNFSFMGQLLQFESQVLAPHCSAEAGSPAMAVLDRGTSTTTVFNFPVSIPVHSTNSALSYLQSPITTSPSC
E coli RNAP = inhibitors of Escherichia coli RNA polymerase; AID 559; E. coli RNA polymerase, fluorescence transcription assay; 0.2% of 62,000 active; P0A8V2; inhibition, %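 (tested at 10 µM)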; in the data active means inhibition above about 20%;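 further: 0% = enzyme without compound and 100% = no enzyme blank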
CatB mix inh = human cathepsin B inhibition by mixtures; P07858; Purified cathepsin B, AMC dipeptide fluorescence, compound mixtures; inhibition, %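 (ten-compound pools at 5 µM per compound and 50 µM total)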; 0.06% of 62,000 active; in the data active means inhibition above about 22%, passing the limit was not always enough;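 further: 0% = enzyme without compound and 100% = no enzyme blank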
CatB inh = blocks human cathepsin B protease activity; P07858; purified cathepsin B, fluorogenic substrate, fluorescence; inhibition, %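 (tested at 10 µM)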; 0.1% of 63,000 active; AID 453; in the data active means inhibition above about 21%;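 further: 0% = enzyme with no compound and 100% = no enzyme blank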
AP complement = orthogonal test for alternative complement pathway inhibitors | Human serum alternative complement pathway, LPS-coated ELISA, C3 deposition; tested in compound mixtures | 0.08% of 62,000 active | inhibition, % at 5 µM;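 active means inhibition above 30% in each of the two pooled mixtures holding the compound, so the lower value exceeds 30%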;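 further: 0% = serum in Mg-EGTA without compound and 100% = EDTA serum blank; some compounds past the cut are filed as inactive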
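Test system: human serum complement alternative pathway, C3 deposition onto LPS / Medium: Mg2+-EGTA GVB++ buffer containing human serum at 1:15 dilution / Probe or stimulus: Plate-bound LPS / Times: 1 h at 37 °C / Signal: ELISA with HRP anti-human C3 antibody, TMB substrate, absorbance 450 nm / Measure: percent inhibition / Repeats: two pool placements per compound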
Ecoli tolC = growth inhibitors of E. coli BW25113 tolC mutant. OD615. growth inhibition, % at 10 µM (by protocol). 2.2% of 65,000 active. AID 573;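 active means growth inhibition at or above a cutoff equal to the mean over every tested compound plus 3 SD, cut at about 60% in these data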;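 further: growth measured after 20 h incubation at 37 °C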
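Signal: optical density read at 615 nm; Assay system: E. coli ΔtolC::kan strain BW25113; Times: 20 h incubation with compound, 37 °C; Dosing: 10 µM final, single dose.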
Cdc25B inh = inhibitors of human Cdc25B phosphatase; P30305; recombinant Cdc25B, OMFP fluorescence Ex485/Em525; inhibition, %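 (compounds tested at 10 µM final in the well)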; 0.1% of 65,000 active; in the data active means inhibition above about 50%
Target sequence (P30305 whole entry, looked up): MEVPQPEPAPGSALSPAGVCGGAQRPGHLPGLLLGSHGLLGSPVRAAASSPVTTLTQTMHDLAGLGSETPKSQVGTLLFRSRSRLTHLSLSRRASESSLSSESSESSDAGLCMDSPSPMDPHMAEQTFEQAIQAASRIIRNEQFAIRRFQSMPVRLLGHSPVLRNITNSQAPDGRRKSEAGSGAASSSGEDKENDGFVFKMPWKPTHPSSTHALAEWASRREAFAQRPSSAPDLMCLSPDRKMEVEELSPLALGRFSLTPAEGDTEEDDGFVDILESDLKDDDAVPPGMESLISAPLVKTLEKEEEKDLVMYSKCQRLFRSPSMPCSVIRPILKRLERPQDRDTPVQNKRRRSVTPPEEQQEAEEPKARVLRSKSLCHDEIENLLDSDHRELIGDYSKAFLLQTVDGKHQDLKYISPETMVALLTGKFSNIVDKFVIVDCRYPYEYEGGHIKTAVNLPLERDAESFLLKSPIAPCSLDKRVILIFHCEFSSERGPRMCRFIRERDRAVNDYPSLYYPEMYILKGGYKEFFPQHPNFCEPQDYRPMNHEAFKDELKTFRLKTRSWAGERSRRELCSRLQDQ
Hsp90 inh = displaces geldanamycin probe from tumor Hsp90 | AID 429 | inhibition, % at 30 µM | 0.35% of 64,000 active | NCI-N417 lysate Hsp90, Cy3B-geldanamycin FP displacement | P07900;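 active means inhibition above 50%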;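 further: 0% = tracer plus lysate wells and 100% = tracer alone without lysate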
D1 allo mod = allosteric modulators of human D1 dopamine receptor; HEK293 D1, CRE-luciferase, dopamine EC30 potentiation; actives deviate in either direction; B-score at 10 µM; 5.9% of 58,000 active; P21728;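 active means luminescence count or its row- and column-corrected plate score outside the 99.7% band of the plate's sample wells, on either side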
* hit, by the source's call; . = no result given.

1	COC(=O)c1cccc(N2C(=O)c3cccnc3C2=O)c1
2	CCN1CCn2c1nc(N1CCOCC1)nc2=O
3	COc1ccc(OC)c(NC(=O)CSCc2cnn(-c3ccccc3)c2-n2cccc2)c1
4	COc1cccc(S(=O)(=O)NCc2ccc(C(=O)NCC3CCCO3)cc2)c1 (stereo not drawn)
5	O=C(CC1NCCNC1=O)Nc1ccc(Oc2ccccc2)cc1 (stereo not drawn)
Screen / compound no.	1	2	3	4	5
MKP-1 inh	-24	0	5	1	5
E coli RNAP	11	1	0	4	8
CatB mix inh	4	0	4	0	4
CatB inh	5	4	7	-3	4
AP complement	0	5	11	12	32*
Ecoli tolC	-14	-10	49	-21	-4
Cdc25B inh	8	-7	-14	6	-1
Hsp90 inh	-1	-5	-1	-2	-2
D1 allo mod	-0.11	-0.016	0.23	0.19	0.85

6	CC1(C)CC(=O)C(CC2=C(O)CC(C)(C)CC2=O)C(=O)C1
7	O=S(=O)(c1ccc(N2CCCC2c2nc3ccccc3s2)nc1)N1CCOCC1 (stereo not drawn)
8	CCc1ccccc1Nc1ccc(C(=O)O)cc1N
9	O=C(O)CNC(=O)c1ccc2c(c1)OCCO2
10	COc1cccc(/C(O)=C2/C(=O)C(=O)N(CCCN(C)C)C2c2cccc(Cl)c2)c1 (stereo not drawn)
Screen / compound no.	6	7	8	9	10
MKP-1 inh	-7	4	-1	14	-23
E coli RNAP	7	7	2	4	7
CatB mix inh	4	-1	25	2	.
CatB inh	-4	-3	2	-2	0
AP complement	-4	0	-2	-10	.
Ecoli tolC	-2	-3	-2	-17	0
Cdc25B inh	-14	-25	4	1	-2
Hsp90 inh	1	0	2	-1	-3
D1 allo mod	-0.066	0.91	0.84	-0.54	0.078

11	Cn1c(=O)c2c(nc(NCc3ccccc3)n2C)n(C)c1=O
12	CCOc1ccc(NC(=O)C2CC(=O)N3CCCN=C3S2)cc1 (stereo not drawn)
13	CCOC(=O)C1=C(C)NC(=O)C(C#N)C1c1ccco1 (stereo not drawn)
14	CCC(=O)Nc1c(OC(=O)CC)ccc2c(C)cc(=O)oc12
15	CC(OC(=O)c1cccs1)C(=O)NCc1ccccc1 (stereo not drawn)
Screen / compound no.	11	12	13	14	15
MKP-1 inh	2	21	-6	-5	-18
E coli RNAP	6	5	2	-75	4
CatB mix inh	2	4	5	-2	6
CatB inh	-6	-5	-2	4	-2
AP complement	3	17	7	20	6
Ecoli tolC	-19	-12	-17	-17	-22
Cdc25B inh	-3	-7	-13	-5	-2
Hsp90 inh	0	-5	-2	2	-1
D1 allo mod	2.3	0.31	-0.21	0.011	0.13

Complete entries from above. Order of values: MKP-1 inh	E coli RNAP	CatB mix inh	CatB inh	AP complement	Ecoli tolC	Cdc25B inh	Hsp90 inh	D1 allo mod
CCC(=O)Nc1c(OC(=O)CC)ccc2c(C)cc(=O)oc12 as listed: -5	-75	-2	4	20	-17	-5	2	0.011
Cn1c(=O)c2c(nc(NCc3ccccc3)n2C)n(C)c1=O as listed: 2	6	2	-6	3	-19	-3	0	2.3
CCOC(=O)C1=C(C)NC(=O)C(C#N)C1c1ccco1 (stereo not drawn) as listed: -6	2	5	-2	7	-17	-13	-2	-0.21

Continued:
16	Cc1ccc2[nH]c(=O)c3cc(C(=O)N(C)Cc4ccco4)sc3c2c1
17	Cc1cc(NC(=O)c2noc3c2CCc2ccccc2-3)n(-c2ccccc2)n1
18	COc1ccc(S(=O)(=O)N2CCC(C(=O)N3CCc4ccccc4C3)CC2)cc1OC
19	Cc1ccc(OCC(=O)NCCO)cc1C
20	Cc1ccc(C(=O)NCc2nnc(SCC(=O)Nc3sc4c(c3C#N)CCCC4)n2C)cc1
Screen / compound no.	16	17	18	19	20
MKP-1 inh	33	14	13	8	31
E coli RNAP	3	6	1	5	7
CatB mix inh	0	2	1	2	11
CatB inh	2	-1	-2	2	-2
AP complement	8	11	-3	10	0
Ecoli tolC	17	-9	10	-11	25
Cdc25B inh	-7	1	-12	-5	-8
Hsp90 inh	-1	0	-5	.	-5
D1 allo mod	.	2.1	0.46	0.099	-0.025

21	O=C(O)c1cn[nH]c1-n1cnnn1
22	COc1ccc(NC(=O)c2ccc(OC)cc2)cc1
23	CCc1nn2c(=O)cc(N3CCN(c4cc(C)nc5ccccc45)CC3)nc2s1
24	O=C(c1cccs1)N(Cc1cccc(Cl)c1)C1CCS(=O)(=O)C1 (stereo not drawn)
25	CCN(CCCNc1ncnc2nc[nH]c12)c1cccc(C)c1
Screen / compound no.	21	22	23	24	25
MKP-1 inh	-1	15	17	1	1
E coli RNAP	-4	.	0	3	5
CatB mix inh	0	-1	-4	1	3
CatB inh	1	.	1	2	1
AP complement	-10	5	0	-9	20
Ecoli tolC	-21	-2	-19	-7	6
Cdc25B inh	-10	4	-6	-4	-8
Hsp90 inh	-3	4	-3	0	-3
D1 allo mod	.	-1	0.18	0.004	.

26	O=C1C2CC=C(Cl)CC2C(=O)N1CC1Cc2ccccc2CO1 (stereo not drawn)
27	CC(C)Cc1cc(-c2ccco2)c(C#N)c(N)n1
28	Cc1ccc(C(C)C)c(OCCN)c1
29	CCOC(=O)c1cc(C)n(Cc2ccccc2)c1C
30	O=C(Nc1cccc(Cl)c1Cl)C1CCN(c2ncccn2)CC1
Screen / compound no.	26	27	28	29	30
MKP-1 inh	6	6	4	-13	8
E coli RNAP	0	7	3	5	8
CatB mix inh	4	3	-2	6	4
CatB inh	-5	1	9	0	1
AP complement	21	-6	0	11	15
Ecoli tolC	34	3	-14	19	-2
Cdc25B inh	3	7	-4	-13	0
Hsp90 inh	-3	-4	-4	-4	0
D1 allo mod	2.4	28*	-0.68	-0.072	.

31	O=C(CCn1cccc1)N1CCc2ccccc21
32	CCN1C(=O)c2cccc3c(S(=O)(=O)Nc4c(C)n(C)n(-c5ccccc5)c4=O)ccc1c23
33	O=C(c1nn2c(C(F)(F)F)cc(-c3ccccc3)nc2c1Cl)N1CCOCC1
34	Cc1cc(C)nc(N2CCN(c3nc(C)cc(C)n3)CC2)n1
35	CCn1c(SCC(=O)N2CCc3ccccc32)nc2c(c1=O)SC(C)C2 (stereo not drawn)
Screen / compound no.	31	32	33	34	35
MKP-1 inh	-10	1	-13	-12	-1
E coli RNAP	0	-2	12	2	8
CatB mix inh	4	6	3	-4	6
CatB inh	3	3	6	2	6
AP complement	6	11	-1	15	-3
Ecoli tolC	-6	1	16	-7	-13
Cdc25B inh	-9	-1	-3	3	3
Hsp90 inh	-2	-2	2	-1	-4
D1 allo mod	0.17	-0.57	0.31	-0.84	0.092

36	COC(=O)[C@H](CC(C)C)NC(=O)Nc1ccc2c(c1)OCCO2
37	O=C(CCSc1nc(-c2ccco2)cc(C(F)(F)F)n1)N1CCCc2ccccc21
38	O=C(Nc1ccc2c(c1)oc1ccccc12)N1CCOCC1
39	Nc1ccc(C(=O)c2ccccc2C(=O)O)cc1Cl
40	CCC(=O)Nc1ccc(Cl)c(NC(=O)c2ccc(Br)o2)c1
Screen / compound no.	36	37	38	39	40
MKP-1 inh	-17	13	26	-2	15
E coli RNAP	.	1	7	8	4
CatB mix inh	2	3	6	-1	6
CatB inh	8	-5	1	7	2
AP complement	6	15	15	3	15
Ecoli tolC	-6	77*	7	-5	30
Cdc25B inh	2	-9	1	-4	-17
Hsp90 inh	5	-3	-2	-7	-4
D1 allo mod	-0.11	-0.59	-0.59	0.83	-1.2

41	O=C(CN1C(=O)C2CC=C(Cl)CC2C1=O)N1CCOCC1 (stereo not drawn)
42	CCOC(=O)/C=C1\NC(C)(C)Cc2cc(OC)c(O)cc21
43	Cc1ccc(-n2c(SCC(=O)NCc3ccco3)nc3nc4c(cc3c2=O)COC(C)(C)C4)cc1
44	Cc1oc(-c2ccc3c(c2)OCCO3)cc1C(=O)NC(CCC(=O)O)C(=O)O (stereo not drawn)
45	O=C(COC(=O)c1ccc(S(=O)(=O)N2CCOCC2)cc1)NC1CCCC1
Screen / compound no.	41	42	43	44	45
MKP-1 inh	-1	10	4	21	9
E coli RNAP	3	-1	6	5	8
CatB mix inh	-1	4	.	-2	2
CatB inh	1	4	-2	4	-2
AP complement	25	16	.	-2	-7
Ecoli tolC	-8	4	7	-10	-14
Cdc25B inh	-3	-4	14	4	-9
Hsp90 inh	-4	-7	-6	-3	-3
D1 allo mod	-0.14	4*	.	-0.95	0.21

46	CCCc1ccc(Oc2cn[nH]c2-c2ccc(O)c(C)c2O)cc1
47	COc1cc(NC(=O)C2C3C=CC(C3)C2C(=O)O)c(OC)cc1Cl (stereo not drawn)
48	O=S(=O)(Nc1ccccn1)c1ccc(Cl)cc1
49	CCn1cc(C(=O)NCC2CCCO2)c(=O)c2cc(S(=O)(=O)N3CCCCCC3)ccc21 (stereo not drawn)
50	Cn1c(=O)[nH]c(=O)c2c1nc(OC(=O)c1ccccc1)n2CC(O)COc1ccccc1 (stereo not drawn)
Screen / compound no.	46	47	48	49	50
MKP-1 inh	8	2	0	30	-1
E coli RNAP	6	5	.	3	3
CatB mix inh	-1	3	-5	3	4
CatB inh	4	2	.	-1	-1
AP complement	-4	12	17	-2	-2
Ecoli tolC	100*	-7	-12	7	-8
Cdc25B inh	-9	-10	-5	-2	7
Hsp90 inh	-1	1	2	-5	-1
D1 allo mod	0.0031	0.5	1.3	-0.15	-0.67

In a second layout: results already given
32. CCN1C(=O)c2cccc3c(S(=O)(=O)Nc4c(C)n(C)n(-c5ccccc5)c4=O)ccc1c23
- MKP-1 inh: 1
- E coli RNAP: -2
- CatB mix inh: 6
- CatB inh: 3
- AP complement: 11
- Ecoli tolC: 1
- Cdc25B inh: -1
- Hsp90 inh: -2
- D1 allo mod: -0.57

33. O=C(c1nn2c(C(F)(F)F)cc(-c3ccccc3)nc2c1Cl)N1CCOCC1
- MKP-1 inh: -13
- E coli RNAP: 12
- CatB mix inh: 3
- CatB inh: 6
- AP complement: -1
- Ecoli tolC: 16
- Cdc25B inh: -3
- Hsp90 inh: 2
- D1 allo mod: 0.31

(list continues)
51	COc1cccc(NC(=O)NC2(C(F)(F)F)Oc3ccccc3O2)c1
52	O=C(CN1CCN(Cc2ccccc2)CC1)NCC1COc2ccccc2O1 (stereo not drawn)
53	CCCCN(C)C(=O)C1CCN(Cc2ccccn2)CC1
54	Cc1nnc2sc(-c3cccc(NC(=O)c4cccnc4)c3)nn12
Screen / compound no.	51	52	53	54
MKP-1 inh	5	-7	13	-12
E coli RNAP	15	5	5	1
CatB mix inh	-4	2	1	8
CatB inh	2	3	4	6
AP complement	22	-2	3	-20
Ecoli tolC	17	11	-10	-6
Cdc25B inh	-1	.	-9	-3
Hsp90 inh	34	-4	-6	-11
D1 allo mod	-1.1	0.52	0.046	-0.02
